SENP8 block = blocks human SENP8 cleavage of Nedd8 substrate | Q96LD8 | recombinant SENP8, Nedd8 substrate fluorescence | inhibition, % at 20 µM | hit rate 0.64% among 360,000; in the data active = inhibition mostly above about 40%, no sharp cut-off; inactive = mostly below about 27%
Target sequence (Q96LD8 whole entry, looked up): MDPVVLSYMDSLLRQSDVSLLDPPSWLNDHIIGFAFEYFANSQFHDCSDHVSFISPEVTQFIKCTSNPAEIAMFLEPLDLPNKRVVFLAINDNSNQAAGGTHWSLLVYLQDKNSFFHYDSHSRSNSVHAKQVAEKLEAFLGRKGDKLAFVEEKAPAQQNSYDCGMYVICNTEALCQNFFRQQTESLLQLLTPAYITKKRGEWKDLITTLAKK
MPTP inh = inhibitors of mitochondrial permeability transition pore; hit rate 1.4% among 360,000; inhibition, % at 10 µM; isolated mouse mitochondria, Ca2+ swelling absorbance, 30 min; AID 602449;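 active = inhibition of 50% or more, scaled per plate between neutral and stimulator controls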;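 note: 0% = DMSO wells given calcium and 100% = 1 mM EGTA wells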
Numbers without * were called inactive; i = inactive. These rows are one share of the data. The share of hits here may be higher or lower than overall.

molecule,SENP8 block,MPTP inh
COc1cccc(C(N)c2nc(-c3csc4ccccc34)cs2)c1 (configuration not stated),9,-1.8
CCCCN(C=O)c1c(CC)nc2ccc(C(=O)N(CC)CCN(C)C)cn12,-3,0.2
CC1(C(=O)NCc2ccco2)Cc2c(-c3ccc(C(N)=O)cc3)ccnc2O1 (configuration not stated),14,-1.3
Cc1cc2nc(-c3ccc(F)cc3)c(Cc3cccc(Cl)c3)n2c(C)c1Br,-22,0.8
CC1=C(C(=O)N(C(C)C)C(C)C)CC(CC(=O)NCCCCc2ccccc2)C(=O)N1CCC1=CCCCC1 (configuration not stated),10,-2.4
CC(C)c1cc(Cn2c3ccccc3c(=O)n2C(C)Cn2cc(CCCC#N)nn2)on1 (configuration not stated),-400,-1.4
c1ccc(OCCNc2ccn3nc(-c4ccccc4)cc3n2)cc1,i,1.2
CC1=C(C(=O)N(C(C)C)C(C)C)CC(CC(=O)NC2CC2)C(=O)N1CCC1=CCCCC1 (configuration not stated),10,-0.7
CCCCC[C@H](C)N1C[C@H](COCc2ccccc2)Oc2cc(N3CC[C@H](O)C3)ccc2S1(=O)=O,20,1.4
CC1(C(=O)Nc2cnc3ccccc3c2)CCN1Cc1ccc(OC(F)(F)F)cc1 (configuration not stated),-2,7.0
CCCNC(=O)C1(C)CCCN(Cc2ccsc2)C1 (configuration not stated),10,0.5
O=C(NC1CCCC1)C1c2ccccc2OCC(=O)N1Cc1ccccn1 (configuration not stated),-8,1.1
CCCCN1CC(N2CCN(C3CCN(C)CC3)CC2)CS1(=O)=O (configuration not stated),2,-0.4
COc1cc(C(O)c2nc(-c3ccc(F)cc3OC)cs2)ccc1F (configuration not stated),7,0.4
Cc1ccc(S(=O)(=O)N2CCC(=O)N([C@H](COCc3ccc(C(F)(F)F)cc3)Cc3ccccc3)CC2)cc1,-2,-1.6
CCCc1nc2ccc(C)cn2c1Cc1ccccc1OC,-249,1.5
O=C1NC[C@H](Cc2ccccc2)N(C[C@@H]2CCCN2C[C@H](Cc2ccccc2)N2C[C@H](Cc3ccccc3)N(CCc3ccccc3)C(=O)C2=O)C1=O,20,-3.0
O=C(NCc1ccccc1)C(c1ccccc1)n1c(C2CC2)nc2ccccc21 (configuration not stated),-43,0.0
CN(C)C(=O)c1cccc(-c2cnc3c(NC=O)cc(-c4ccccc4F)cn23)c1,-283,1.8
CCOC(=O)c1ccn(S(=O)(=O)c2ccc(C)cc2)c1-c1ccccc1,13,-0.6
COc1ccc(CN2C(=O)CN(S(C)(=O)=O)CC2(C)C(=O)NC(C)C)cc1OC (configuration not stated),15,0.6
O=C(NCCN1CCC(n2c(=O)[nH]c3ccccc32)CC1)c1ccc(Cl)c(Cl)c1,22,1.4
CCN(CC)c1ncnc2c1ncn2[C@H]1CN(Cc2cc(OC)c(OC)c(OC)c2)C[C@@H](CO)O1,11,0.6
C=Cc1ccc(Cn2c(C)c(C(=O)NCc3cccc(C)c3)sc2=O)cc1,6,-0.8
NC(Cc1ccc(F)cc1)c1csc(NC(=O)NC(c2ccccc2)c2ccccc2)n1 (configuration not stated),20,0.9
CC(C)NC(=O)C1(C)CSCC(=O)N1CC(F)(F)F (configuration not stated),14,0.8
CCCCN(C=O)c1c(CC)nc2c(OCc3ccc(Cl)cc3Cl)cccn12,10,0.6
CCOC1=C2[C@H](c3ccccc3)N(S(=O)(=O)c3ccc(C)cc3)C(C(C)(C)C)[C@H]2C(C#N)(C#N)C(C#N)(C#N)C1 (some centres not stated),6,-12
CCOC(=O)[C@]12CCCC=C1N(Cc1ccc3c(c1)OCO3)C(=O)[C@H](CC(=O)N1CCC(c3ccccc3)CC1)C2,18,-1.1
COc1cc(Cl)ccc1OC1(C)CCN(Cc2ccc(-c3ccccn3)cc2)C1 (configuration not stated),19,1.0
OC(c1ccc(F)c(F)c1)c1nc(-c2ccc3c(c2)OCO3)cs1 (configuration not stated),4,0.8
COC(=O)c1ccc2nc(-c3cccc(Cl)c3)c(Cc3ccccc3)n2c1,-378,0.8
CC(=O)NC(c1ccc(F)c(F)c1)c1nc(-c2cccc(C(=O)O)c2)cs1 (configuration not stated),-103,-0.3
O=[N+]([O-])c1nccn1CC(O)CO (configuration not stated),16,-0.5
c1coc(-c2cc3nc(NC4CCCCC4)ccn3n2)c1,i,-0.6
Clc1cccc(CNc2ccn3nc(-c4cccc(Cl)c4)cc3n2)c1,i,3.4
Cc1ccc(C(O)c2ncc(-c3cccc4ccccc34)[nH]2)c(C)c1 (configuration not stated),-366,1.2
CCCc1c(-c2cccc(F)c2)ncn1Cc1ccccc1OC,12,-0.1
COc1ccc(OC)c(CN2C(=O)CCC2(C)c2nnnn2Cc2ccccc2)c1 (configuration not stated),15,-3.0
COc1cc(F)ccc1-c1cc(C(=O)NCC2CCCCC2)[nH]n1,22,1.0
COc1ccc(-c2ccc(C(=O)N3CCN(C)CC3)c3occc23)c(C)c1,3,1.3
COc1cccc(-c2ccc3c(c2)N(Cc2cccc(F)c2)C(=O)C(C)S3)c1 (configuration not stated),10,0.0
Cc1cccc(C)c1NC(=O)C1c2ccccc2OCC(=O)N1Cc1cccnc1 (configuration not stated),2,-0.3
COCCc1ccc(OC2(C)CCN(Cc3cccc(OC)c3OC)C2)cc1 (configuration not stated),8,-1.9
COc1cccc(C(NC(C)=O)c2nc(-c3ccncc3)cs2)c1 (configuration not stated),12,-1.1
COc1ccc(-c2cncc3nccn23)cc1OC,-453,-0.3
O=C(OCc1ccccc1)N1CCC2CC1c1ccc(-c3cccc(F)c3)cc12 (configuration not stated),13,2.3
CC(=O)NC(c1cccc(F)c1)c1nc(-c2cc(F)cc(Cl)c2)cs1 (configuration not stated),6,1.2
CC1(C(=O)NS(=O)(=O)c2cccc(Cl)c2)CCN1C(=O)C/C=C/c1ccccc1 (configuration not stated),6,1.4
O=C(NCc1cccnc1)c1cc(C2CCCCN2S(=O)(=O)c2ccc(F)cc2F)on1 (configuration not stated),12,-0.2

Carrying on:
molecule,SENP8 block,MPTP inh
Cn1c(=O)c2cc(NC(=O)NCCc3ccccc3)ccc2n1Cc1ccc(F)cc1,i,-1.0
CC1(C(=O)Nc2ccccc2Cc2ccccc2)CCN1CCc1ccccc1 (configuration not stated),21,-1.3
COc1ccc(S(=O)(=O)NCc2ccc(C(=O)NCCN(C)Cc3ccccc3)cc2)cc1,13,-0.8
COCOc1cccc(CN2CCC(C)(Oc3ccc(C(C)=O)cc3)C2)c1 (configuration not stated),9,0.1
COc1cccc(CNC(=O)[C@@H]2CCCN2C(=O)[C@H]2CCCCN2C(=O)c2cccc(Cl)c2)c1,10,-0.4
COCCNC(=O)C1CCCN(Cc2ccccc2-c2ccccc2)CC1 (configuration not stated),15,-0.8
CC1(C(=O)Nc2cccc(NS(C)(=O)=O)c2)CCN1CCc1ccccc1 (configuration not stated),22,0.9
Nc1ncnc2c1ncn2C1OC(CO)C2OC21 (configuration not stated),4,0.4
COc1cc(OC)cc(-c2noc(-c3csc([C@@H]4O[C@H](CO)[C@H](O)[C@H](O)[C@H]4O)n3)n2)c1,18,-0.6
CC(=O)Nc1ccc(-c2ccnc3c2CC(C(=O)Nc2cccc(OC(F)(F)F)c2)O3)cc1 (configuration not stated),-11,1.4

Looked up by structure from the list above (five):
molecule,SENP8 block,MPTP inh
Nc1ncnc2c1ncn2C1OC(CO)C2OC21 (configuration not stated),4,0.4
COCCNC(=O)C1CCCN(Cc2ccccc2-c2ccccc2)CC1 (configuration not stated),15,-0.8
COc1cc(OC)cc(-c2noc(-c3csc([C@@H]4O[C@H](CO)[C@H](O)[C@H](O)[C@H]4O)n3)n2)c1,18,-0.6
COc1ccc(S(=O)(=O)NCc2ccc(C(=O)NCCN(C)Cc3ccccc3)cc2)cc1,13,-0.8
COc1cccc(CNC(=O)[C@@H]2CCCN2C(=O)[C@H]2CCCCN2C(=O)c2cccc(Cl)c2)c1,10,-0.4

New compounds follow:
molecule,SENP8 block,MPTP inh
COc1cccc(CNC(=O)[C@@H]2CCCN2C(=O)[C@H]2CCCCN2)c1,17,-2.4
COCCNc1nc(Oc2cncc(Cl)c2)c2sccc2n1,-230,-0.3
CC1(C(=O)Nc2ccccc2F)CCN1C(=O)Cc1ccc(-c2ccccc2)cc1 (configuration not stated),25,-1.4
Cn1nc(C(C)(C)C)cc1N1C(=O)CCC1(C)C(=O)NC1CCCCC1 (configuration not stated),12,-0.6
CCCc1ccc2ccc3ccccc3c2n1,-58,2.7
Cc1cscc1-c1ccc(C(=O)Nc2c(C)cccc2C)o1,14,-0.5
COc1cc(NC(=O)c2ccc(-c3c(C)noc3C)c3ccoc23)cc(OC)c1OC,4,-0.2
COC(=O)[C@@]12C[C@@H](CC(=O)N3CCC(c4ccccc4)CC3)C(=O)N(Cc3ccccc3)C1=CCC(C)(C)C2,14,0.6
COc1ccc(CNC(=O)CC[C@H]2O[C@@H](n3cc(C)c(=O)[nH]c3=O)C[C@@H]2O)cc1,9,-0.6
CC(C)NC(=O)c1cc(C2CCCCN2C(=O)c2ccc(Cl)cc2)on1 (configuration not stated),6,2.8
CCOC(=O)C1=CCN(S(=O)(=O)c2ccccc2[N+](=O)[O-])C1c1ccc(C)cc1 (configuration not stated),13,0.9
CCc1nc2c(OCc3ccccc3C(=O)OC)cccn2c1N(C)C(=O)CC(C)C,7,0.6
COc1cccc(C(O)c2ncc(-c3ccccc3OC)[nH]2)c1 (configuration not stated),14,0.4
CC1(C(=O)Nc2ccccc2)Cc2c(-c3cccc(C(F)(F)F)c3)ccnc2O1 (configuration not stated),3,2.2
CCc1nc2c(OCCn3cccc3)cccn2c1N(C)C(=O)c1ccco1,9,0.4
O=C(Nc1ccc2c(c1)OCO2)c1cc(C2CCCCN2C(=O)c2ccc3ccccc3c2)on1 (configuration not stated),12,1.7
COc1ccc(CN2C[C@@H](CO)O[C@@H](n3cnc4c(N5CCCC5)ncnc43)C2)cc1,13,-1.4
COCCCNC(=O)C[C@@H]1C[C@@]2(C(=O)OC)CCCCC=C2N(CCC2=CCCCC2)C1=O,14,-0.4
CC1=C(C(=O)N(C(C)C)C(C)C)CC(CC(=O)NCc2ccco2)C(=O)N1Cc1ccc(C(C)(C)C)cc1 (configuration not stated),20,-1.4
Cc1cccc(CN2CCN(C3CN(Cc4cn(Cc5ccc(Cl)cc5)nn4)S(=O)(=O)C3)CC2)c1 (configuration not stated),16,0.3
Fc1cccc(-c2cncc(N3CCN(CCN4CCCC4)CC3)n2)c1,-161,-0.8
COC(=O)[C@@]1(C(C)C)N=C(c2cc(OC)c(OC)c(OC)c2)[C@]2(O1)C(=O)Nc1ccc(F)cc12,0,0.3
CSCCC(C(=O)Nc1c(C)cccc1C)N1CCN(c2ccc(C(F)(F)F)cn2)CC1 (configuration not stated),13,0.9
CC1(C(=O)NC2CCCC2)CCN1C(=O)Cc1ccc(-c2ccccc2)cc1 (configuration not stated),10,0.7
O=C(Nc1ccccc1Cl)c1cc(C2CCCCN2C(=O)c2cccs2)on1 (configuration not stated),13,-1.9
Nc1ncnc2c1ncn2[C@@H]1O[C@H](C(=O)N[C@H]2c3ccccc3C[C@H]2OC=O)[C@@H](O)[C@H]1O,6,1.3
O=C(Nc1nnc([C@@H]2C[C@H](O)[C@@H](CO)O2)s1)NC1CCCCC1,8,1.9
O=C(Nc1ccc(OCc2ccccc2)cc1)Nc1nnc([C@@H]2C[C@H](O)[C@@H](CO)O2)s1,8,1.4
CC(=O)c1sc(Nc2ccc(Oc3ccccc3)cc2)nc1C,-379,3.0
CCc1nc2c(OCc3ccc(C(F)(F)F)cc3)cccn2c1N(C)C(=O)C(C)C,6,1.0

Copied from the list.
CC(=O)c1sc(Nc2ccc(Oc3ccccc3)cc2)nc1C @ MPTP inh: 3.0
Fc1cccc(-c2cncc(N3CCN(CCN4CCCC4)CC3)n2)c1 @ MPTP inh: -0.8
CCc1nc2c(OCc3ccc(C(F)(F)F)cc3)cccn2c1N(C)C(=O)C(C)C @ MPTP inh: 1.0
COC(=O)[C@@]1(C(C)C)N=C(c2cc(OC)c(OC)c(OC)c2)[C@]2(O1)C(=O)Nc1ccc(F)cc12 @ SENP8 block: 0
CC1(C(=O)NC2CCCC2)CCN1C(=O)Cc1ccc(-c2ccccc2)cc1 (configuration not stated) @ MPTP inh: 0.7
CSCCC(C(=O)Nc1c(C)cccc1C)N1CCN(c2ccc(C(F)(F)F)cn2)CC1 (configuration not stated) @ MPTP inh: 0.9
O=C(Nc1ccc(OCc2ccccc2)cc1)Nc1nnc([C@@H]2C[C@H](O)[C@@H](CO)O2)s1 @ SENP8 block: 8

Following part.
molecule,SENP8 block,MPTP inh
COc1cc(C(O)c2nc(-c3cccc(C#N)c3)cs2)ccc1F (configuration not stated),5,1.7
NC(=O)c1csc(C2OC(CO)C(O)C2O)n1 (configuration not stated),6,-1.4
COc1ccc(Nc2c(C3CC3)nc3nc(C)cc(C)n23)cc1,-3,1.5
CCC(C)CN1C(=O)CN(S(C)(=O)=O)CC1(C)C(=O)NCc1ccccc1 (configuration not stated),5,3.0
Cc1oc(-c2cccs2)cc1C(=O)N1CCC(C)(C(=O)NS(=O)(=O)C2CC2)C1 (configuration not stated),-14,1.2
COc1ccc(CN2C(=O)CN(S(C)(=O)=O)CC2(C)C(=O)Nc2ccc3c(c2)OCCO3)cc1OC (configuration not stated),9,-0.2
COC(=O)c1ccc2cc(C)cc(C)c2n1,-163,0.3
CCOC(=O)C1CCCN(C(=O)c2ccc(C(F)(F)F)nc2C)CC1 (configuration not stated),19,1.8
CCC(=O)N1CCC(C)(C(=O)Nc2ccc3c(c2)OCO3)C1 (configuration not stated),14,-0.5
COc1ccccc1C(O)c1ncc(-c2cccc3ccccc23)[nH]1 (configuration not stated),-351,0.4
C=CCCC(=O)N1C[C@H]2CCN(C)[C@H]2C[C@H]1c1ccc(Br)cc1,11,-1.2
CCc1nc2ccc(C(=O)NCc3ccc4c(c3)OCO4)cn2c1N(CC)CCN(C)C,-2,-0.2

High-throughput results deposited in PubChem BioAssay by Sanford-Burnham Center for Chemical Genomics.
